p97 ATPase inh: human p97 ATPase inhibition; inhibition, % at 8 µM; recombinant p97 ATPase, Kinase-Glo ATP luminescence, 3 h; hit rate 0.42% among 220,000; in the data active = inhibition above about 15%;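 note: 0% = DMSO vehicle and 100% = wells lacking enzyme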
RBBP9 inhibitor: human RBBP9 hydrolase inhibition; recombinant RBBP9, FP-Rh probe fluorescence polarization; inhibition, % at 7.94 µM; hit rate 0.2% among 220,000; AID 1515;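 active = inhibition above the campaign mean of all tested compounds plus 3 SD, cut at about 14% in these data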;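 note: plate controls were DMSO wells with RBBP9 for no effect and wells lacking RBBP9 protein for full effect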
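Test system – recombinant human RBBP9 · Input – RBBP9 2.5 µM in dispensing solution, pre-mixing · Medium – Tris buffer pH 8.0, NaCl, Pluronic · Schedule – preincubation 30 min plus labeling 45 min at 25 °C · Measured by – fluorescence polarization · Measure – % inhibition · Controls – DMSO and no-protein wells · Replicates – one well per compound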
Runt-CBFb FRET: inhibitors of human RUNX1 Runt domain binding to CBFb. Q01196+Q13951. Cerulean-Runt/Venus-CBFb FRET ratio 530/480, 1 h. inhibition, % at 20 µM. hit rate 0.46% among 220,000. AID 1496;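 active = inhibition over about 50% at 20 µM in the single-dose screen, limit read from the data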;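 note: 0% = DMSO wells and 100% = excess unlabeled CBFb competitor control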
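Assay system: Cerulean-Runt domain / Medium: Tris 50 mM pH 7.5, KCl, K2SO4, 0.01% BSA / Timing: protein complex preformed 1 h, compound exposure 1 h, room temperature, dark / Measured by: FRET, excitation 422 nm, emission at 530 and 480 nm / Evaluation: loss of energy transfer signal / Control set: 5 µM unlabeled CBFb as full-inhibition high control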
NPY Y1 blocker: NPY-Y1 (human) receptor antagonism; P25929; HEK293-CNG Y1 cells, membrane potential fluorescence; NPY at EC95, then isoproterenol; inhibition, % at 3.6 µM; hit rate 1% among 200,000;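 active = inhibition above the campaign mean inhibition of all tested compounds plus 3 SD, cut at about 20% in these data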;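 note: 0% = DMSO wells given NPY plus isoproterenol and 100% = isoproterenol alone without NPY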
Target sequence (P25929 whole entry, looked up): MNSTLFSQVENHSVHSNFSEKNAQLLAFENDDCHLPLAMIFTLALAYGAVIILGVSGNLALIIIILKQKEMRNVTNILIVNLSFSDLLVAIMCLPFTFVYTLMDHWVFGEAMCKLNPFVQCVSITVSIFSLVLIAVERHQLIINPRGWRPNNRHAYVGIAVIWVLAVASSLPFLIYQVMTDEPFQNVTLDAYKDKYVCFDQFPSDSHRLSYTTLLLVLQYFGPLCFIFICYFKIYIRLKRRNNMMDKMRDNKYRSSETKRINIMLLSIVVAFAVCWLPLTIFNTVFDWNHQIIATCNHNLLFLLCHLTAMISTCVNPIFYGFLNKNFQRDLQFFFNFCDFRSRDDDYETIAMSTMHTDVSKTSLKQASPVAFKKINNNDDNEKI
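Test system – HEK293 Y1/CNG channel cell line · Also added – NPY agonist 25 nM, then isoproterenol 1 µM plus Ro 20-1724 25 µM · Compound dosing – one concentration, 3.6 µM, in 0.4% DMSO · Schedule – compound incubation 1 h at room temperature, readout 45 min post-stimulation · Technique – fluorescence, membrane potential probe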
Mdm2 ligase inh: Mdm2 E3 ligase (human) inhibition; Q00987; cell-based MDM2 ubiquitination luciferase reporter, 2 h; 0 = plate control, 100 = twice control, blank-subtracted; signal enhancement, % at 5 µM; hit rate 0.11% among 210,000; AID 1230;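 active = signal enhancement of 30% or more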;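 note: luminescence tracks abundance of the self-degrading MDM2-luciferase fusion protein; higher signal means inhibition of MDM2 E3 ligase activity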
Target sequence (Q00987 whole entry, looked up, the tested form may be a part): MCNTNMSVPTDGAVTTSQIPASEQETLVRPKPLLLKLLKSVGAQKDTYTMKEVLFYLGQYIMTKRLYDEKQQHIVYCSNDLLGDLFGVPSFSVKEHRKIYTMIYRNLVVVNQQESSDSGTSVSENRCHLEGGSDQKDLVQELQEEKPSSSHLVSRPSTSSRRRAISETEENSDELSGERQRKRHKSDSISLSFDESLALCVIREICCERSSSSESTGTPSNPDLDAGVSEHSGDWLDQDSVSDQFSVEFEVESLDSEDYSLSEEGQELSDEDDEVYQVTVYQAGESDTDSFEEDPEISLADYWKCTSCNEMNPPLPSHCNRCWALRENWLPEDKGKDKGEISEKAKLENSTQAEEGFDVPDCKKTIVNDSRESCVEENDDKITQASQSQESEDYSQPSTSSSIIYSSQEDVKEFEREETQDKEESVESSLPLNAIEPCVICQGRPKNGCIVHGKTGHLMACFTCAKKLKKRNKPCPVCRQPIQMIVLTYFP
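Assay system: stable mammalian line carrying autodegrading MDM2–luciferase fusion reporter; amount: 2000 cells seeded into each well; buffer or medium: DMEM; benchmarks: plate control and blank wells; signal: luciferase luminescence; timing: 2 h compound exposure at 37 °C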
Hck-Nef inh: blocks Nef-activated human Hck kinase; P08631; Recombinant Hck-YEEI plus Nef, Z-Lyte FRET kinase assay; inhibition, % at 20 µM; hit rate 0.68% among 220,000;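 active = Hck-Nef kinase inhibition above about 50%, limit read from the data; inactive = inhibition below that limit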;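 note: 0% = DMSO with Hck plus Nef and 100% = Hck alone without Nef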
NPY-Y2 PAM-ag: human NPY-Y2 potentiation or agonism, primary screen; P49146; cells expressing NPY-Y2, potentiator/agonist read-out; activation, % at 3.6 µM; hit rate 0.45% among 220,000; in the data active = activation above about 27%;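 note: cells stimulated with NPY near EC25 plus isoproterenol at EC100; 0% = vehicle plus submaximal agonist and 100% = vehicle plus saturating agonist; some results beyond the cut were filed as inactive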
NPY1 pot ag: human NPY-Y1 potentiation or agonism, primary screen; P25929; NPY-Y1 expressing cells, potentiator/agonist activation; activation, % at 3.6 µM; hit rate 0.37% among 220,000; in the data active = activation above about 33%, passing the limit was not always enough;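 note: cells stimulated with NPY at EC10 then isoproterenol at EC100; 0% = low agonist plus stimulus and 100% = saturating agonist plus stimulus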
Runt-SMMHC FRET: Runt domain-CBFb-SMMHC interaction inhibition. inhibition, % at 20 µM. Q01196+Q13951. Cerulean-Runt/Venus-CBFb-SMMHC FRET ratio 530/480, 1 h. hit rate 0.74% among 220,000;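 active = mean inhibition across duplicate retests at 20 µM reaching about 50%, limit read from the data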;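 note: 0% = DMSO wells and 100% = wells with excess untagged CBFb-SMMHC; inhibitors lower the FRET ratio by blocking Runt binding to CBFb-SMMHC; some results filed as inactive read as strong as hits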
* hit, by the source's call; · = no result given; & = joins results of further samples.

Start of the data: the first 2 records, to show the layout:
Each structure is followed by: p97 ATPase inh	RBBP9 inhibitor	Runt-CBFb FRET	NPY Y1 blocker	Mdm2 ligase inh	Hck-Nef inh	NPY-Y2 PAM-ag	NPY1 pot ag	Runt-SMMHC FRET
COc1ccc(-c2cc(OC(=O)c3ccc(F)cc3)c3c(C)oc(C)c3c(=O)c2)cc1
  4	-2	1	0	-24	0	9	-7	-13
COc1ccc(NC(=O)c2ccccc2-c2ccccc2)cc1
  4	-2	-2	0	-2	-8	6	6	6

The list itself, previewed entries included:
Each structure is followed by: p97 ATPase inh	RBBP9 inhibitor	Runt-CBFb FRET	NPY Y1 blocker	Mdm2 ligase inh	Hck-Nef inh	NPY-Y2 PAM-ag	NPY1 pot ag	Runt-SMMHC FRET
COc1ccc(-c2cc(OC(=O)c3ccc(F)cc3)c3c(C)oc(C)c3c(=O)c2)cc1
  4	-2	1	0	-24	0	9	-7	-13
COc1ccc(NC(=O)c2ccccc2-c2ccccc2)cc1
  4	-2	-2	0	-2	-8	6	6	6
O=C(COC(=O)C(c1ccccc1)c1ccccc1)NCc1ccco1
  -2	-10	-1	5	-9	15	-6	-16	-5
CCOc1ccc2[nH]c(=O)c(CN(Cc3cccs3)Cc3nnnn3C(C)(C)CC)cc2c1
  -6	-6	-8	4	-4	-1	9	-13	-2
CCc1nc(NC(=O)NS(=O)(=O)c2ccccc2C(=O)OC)nc(OC)n1
  3	-2	-2	3	-16	3	-9	-2	1
N#CCCN(C(=O)CSc1nc(-c2ccccc2)cn1N)c1ccc(F)cc1
  2	0	1	7	-15	-1	4	-4	2
O=C(CSc1nnc(COc2ccccc2F)n1-c1ccccc1)NC1CCS(=O)(=O)C1 (stereo unspecified)
  11	-1	-3	1	2	10	16	14	1
CCNc1nc(NC(C)C)nc(Oc2ccc(OCCOc3ccc(C)cc3)nn2)n1
  -2	-7	-7	-2	-16	0	14	-14	-7
O=C(Nc1cccc(F)c1)c1sc(Cl)nc1-c1ccccc1
  3	-5	20	-2	-2	3	-16	-14	2
C[C@@H]1NC(=O)[C@H](CCCN=C(N)N)NC(=O)c2cc([N+](=O)[O-])cc(I)c2NCCC[C@@H](C(N)=O)NC1=O
  -2	-8	-1	-1	·	-14	8	-8	3
Cc1c(C(=O)O)oc2c1C(O)CC(C)(C)C2 (stereo unspecified)
  2&-1	-4&5	1	-3&12	-18&4	1&1	12&-4	14&-17	-1&-6
CCOc1ccc(NS(=O)(=O)c2ccc(NC(=S)NC(=O)CC(C)C)cc2)cc1
  -6	-24	3	-1	-20	-2	8	0	0
O=C(CSc1ccccn1)NCc1ccc2c(c1)OCO2
  1	-3	1	-3	-9	0	4	-10	-1
N#Cc1ccc(-c2csc(NC(=O)C3CC3)n2)cc1
  -6	-6	0	6	-8	14	9	-23	-1
CCOC(=O)c1c(/N=C/C2C(=O)CC(C)(C)CC2=O)sc(C)c1C
  -10	1	-12	8	-13	-1	14	-12	-20
CCOc1ncccc1C(=O)N1CCN(c2cc(Cl)ccc2C)CC1
  -1	-10	-4	7	-1	21	-7	3	-5
COc1ccc(-c2ncncc2-c2csc(C)n2)c(O)c1OC
  7	-1	-1	-3	-17	6	6	5	0
CCOc1ccccc1OCCCC(=O)Nc1nc2ccccc2[nH]1
  6	6	0	0	-8	15	1	3	-2
CC(C)(C)NC1=CC(=O)OC12CCCCC2
  4	3	-4	0	-20	2	16	-21	3
Cn1cnnc1SC1c2cccc3cccc(c23)C1NS(=O)(=O)c1ccccc1 (stereo unspecified)
  3	2	1	4	-7	1	4	-7	-2

More results.
Each structure is followed by: p97 ATPase inh	RBBP9 inhibitor	Runt-CBFb FRET	NPY Y1 blocker	Mdm2 ligase inh	Hck-Nef inh	NPY-Y2 PAM-ag	NPY1 pot ag	Runt-SMMHC FRET
CNc1nc(-c2ccccn2)nnc1-c1ccccc1
  2	0	3	-2	-3	1	19	-18	3
CC(=O)SCC(C)C(=O)NCc1ccccc1 (stereo unspecified)
  -4	-4	-1	-8	4	-1	21	14	0
COc1ccccc1OCC(=O)N/N=C1/C=C(C)CC1
  4	3	-1	-1	-15	2	9	3	0
COc1cc(NC(=O)c2cnc(N)s2)cc(C(=O)Nc2cccc(C(F)(F)F)c2)c1
  ·	·	0	·	32*	32	·	·	-18
Cc1ccc(S(=O)(=O)N2CCN(C(=O)CSc3nnnn3C)CC2)c(C)c1
  -5	-1	1	2	-9	26	-1	-16	-4
COc1ccc(C2=NN(c3nc(-c4ccccc4)c(CC(=O)O)s3)C(c3ccco3)C2)cc1 (stereo unspecified)
  0	-1	12	2	-5	17	-5	-10	4
Cc1cccc(NC(=S)NNC(=O)c2csc3c2CCCC3)c1
  1	-4	·	5	-16	0	-18	-25	2
CS(=O)(=O)N1CCN(c2ccccc2NC(=O)C(c2ccccc2)c2ccccc2)CC1
  4	-5	-1	6	-23	0	1	3	-3
CCN1CNC(=S)N(c2cccc(C)c2C)C1
  2	-1	2	1	-7	1	-6	7	3
CCNc1nc(OC)nc(SCC(N)=O)n1
  -2	-8	2	-1	-5	0	-28	-2	2
N#C/C(=C\c1ccc([N+](=O)[O-])cc1)C(=O)Nc1ccccc1O
  8	-3	7	4	-8	5	5	10	4
COc1ccc(C(CC(=O)O)NC(=O)Nc2ccccc2)cc1OC (stereo unspecified)
  4	-9	-1	6	0	14	-7	5	0
CCOC(=O)c1cnc2ccccc2c1Nc1ccc(C(=O)O)cc1
  5	-3	-1	-5	-2	22	6	0	3
CCOC(=O)c1c(C)c(C(=O)NCCOC)c(C)n1CC
  2	-4	1	6	-21	-2	-6	-3	-2
CC1CC(C)(C)NC(=S)N1CCC(=O)NCc1ccc(F)cc1 (stereo unspecified)
  -1	1	-1	1	-1	-3	-14	-12	2
CNc1c([N+](=O)[O-])cnn1-c1ccccc1Cl
  0	-11	-1	5	-3	2	-12	-19	0
Cc1cc(C)nc(NC(=O)c2ccc(Cl)cc2[N+](=O)[O-])c1
  3	1	0	-1	3	5	4	26	-3
COc1ccc(OC)c(C(=O)CSc2nc3cccnc3n2C)c1
  1	-6	3	8	-17	1	12	5	-3
CCCC(=O)CN1C(=O)C2(OCCO2)c2ccccc21
  1	-2	0	-2	-15	1	-11	-10	5
NC(=O)c1oc2ccccc2c1NC(=O)C1CCCCC1
  2	3	1	1	-18	2	15	16	3

Next part.
Each structure is followed by: p97 ATPase inh	RBBP9 inhibitor	Runt-CBFb FRET	NPY Y1 blocker	Mdm2 ligase inh	Hck-Nef inh	NPY-Y2 PAM-ag	NPY1 pot ag	Runt-SMMHC FRET
O=C(c1ccc(Cl)c([N+](=O)[O-])c1)N(Cc1cccc(Cl)c1)C1CCS(=O)(=O)C1 (stereo unspecified)
  0	-5	0	1	1	2	-8	0	-4
O=C(c1n[nH]c(=O)c2ccccc12)N1CCOCC1
  5	5	2	-2	-12	3	-6	2	-1
CNc1ccccc(-c2ccc3cc4c(cc3n2)OCO4)c1=O
  -7	-6	27	5	-3	6	18	23	73
O=C(CN1CCN(c2ccc(F)cc2)CC1)c1cccs1
  2	-2	1	-2	2	5	-12	11	5
CCc1nnnn1-c1ccc([N+](=O)[O-])cc1C
  4	-3	1	9	·	11	0	-11	4
CC(=O)CSc1ncnc2c1oc1ccccc12
  -1	-4	-1	0	2	0	4	-7	3
CN1c2ccccc2Oc2nnc(N3CCN(Cc4ccccc4)CC3)cc21
  -5	-10	-3	2	-9	22	-5	-19	1
Cc1ccc(-c2csc(/C=C3\SC(C)C(=O)N3CC(=O)Nc3ccccc3F)n2)cc1 (stereo unspecified)
  -1	-8	2	·	·	30	-2	-18	3
CC1(C)CC(=O)C2=C(C1)N(c1ccc(F)cc1)C(N)=C(C#N)C2c1cccs1 (stereo unspecified)
  4	-3	1	1	1	0	6	-4	-2
CN(C)S(=O)(=O)c1ccc(S(=O)(=O)N(Cc2ccco2)Cc2ccccc2Cl)cc1
  0	-6	-2	-10	3	1	20	38*	0
Cc1cc(C(=O)N/N=C2\CC(=O)c3ccccc32)c(C)n1-c1ccccc1
  2	-1	4	3	-13	-6	5	3	-3
O=C1CC(N2CCN(c3ccccc3)CC2)C(=O)N1CCc1ccccc1 (stereo unspecified)
  -5	-2	-1	-4	-26	1	2	-6	-2
CCCn1c(NC(=O)c2cccc(C)c2C)nc2ccccc21
  -4	-3	1	2	-6	1	4	-6	4
c1ccc(Nc2nc(-c3ccncc3)nc3ccccc23)cc1
  2	-3	0	-5	-10	4	13	-25	1
Cc1cc2[nH]ncc2cc1NC(=S)NC(=O)c1ccccc1
  9	-5	2	-7	-46	0	13	29	1
COC(=O)CSc1nnc(CNC(=O)c2cccs2)n1-c1cc(OC)ccc1OC
  -2	-5	-4	-4	-4	-1	2	-22	1
Cc1nnc(SCc2nnc(-c3cccs3)o2)n1Cc1ccccc1
  6	-1	3	-3	5	-8	16	-3	-2
O=C(NCc1cccs1)c1cc2ccccc2o1
  2	-1	-2	4	-5	-1	5	7	0
CC(C)CNS(=O)(=O)c1cc(C(=O)OCC(=O)N(C)C2CCS(=O)(=O)C2)c(Cl)cc1Cl (stereo unspecified)
  3	0	-1	·	·	24	5	19	2
